Screens: PubChem, several laboratories
MrgX1 agonist: activates human MrgX1 receptor signaling; Q96LB2; MrgX1-HEK293 cells, Fluo-4 calcium fluorescence, agonist mode; hits give high values; B-score at 10 µM; 0.44% of 310,000 active; AID 588627;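 active = calcium response B-score plate-corrected fluorescence ratio at least 3 library SD, with starting fluorescence B-score inside 5 SD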
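System: HEK293 cells stably expressing human MrgX1 receptor; Dosing: test compound in the initial addition of three; Schedule: overnight plating, then 30 min 37 °C plus 30 min room-temperature dye loading; Detection: kinetic calcium dye fluorescence, Fluo-4 NW; Controls: per-plate positive and negative controls for Z′ factor.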
TRPC6 activator: activates the mouse TRPC6 cation channel; B-score at 10 µM; AID 2550; HEK293-TRPC6 membrane potential dye fluorescence; hits give high values; Q61143; 0.13% of 310,000 active;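 active = B-score of the integrated fluorescence ratio above library mean plus 3 SD, and starting fluorescence ratio within library mean plus 5 SD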;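 also: higher score means more depolarization so channel activation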
Target sequence (Q61143 whole entry, looked up): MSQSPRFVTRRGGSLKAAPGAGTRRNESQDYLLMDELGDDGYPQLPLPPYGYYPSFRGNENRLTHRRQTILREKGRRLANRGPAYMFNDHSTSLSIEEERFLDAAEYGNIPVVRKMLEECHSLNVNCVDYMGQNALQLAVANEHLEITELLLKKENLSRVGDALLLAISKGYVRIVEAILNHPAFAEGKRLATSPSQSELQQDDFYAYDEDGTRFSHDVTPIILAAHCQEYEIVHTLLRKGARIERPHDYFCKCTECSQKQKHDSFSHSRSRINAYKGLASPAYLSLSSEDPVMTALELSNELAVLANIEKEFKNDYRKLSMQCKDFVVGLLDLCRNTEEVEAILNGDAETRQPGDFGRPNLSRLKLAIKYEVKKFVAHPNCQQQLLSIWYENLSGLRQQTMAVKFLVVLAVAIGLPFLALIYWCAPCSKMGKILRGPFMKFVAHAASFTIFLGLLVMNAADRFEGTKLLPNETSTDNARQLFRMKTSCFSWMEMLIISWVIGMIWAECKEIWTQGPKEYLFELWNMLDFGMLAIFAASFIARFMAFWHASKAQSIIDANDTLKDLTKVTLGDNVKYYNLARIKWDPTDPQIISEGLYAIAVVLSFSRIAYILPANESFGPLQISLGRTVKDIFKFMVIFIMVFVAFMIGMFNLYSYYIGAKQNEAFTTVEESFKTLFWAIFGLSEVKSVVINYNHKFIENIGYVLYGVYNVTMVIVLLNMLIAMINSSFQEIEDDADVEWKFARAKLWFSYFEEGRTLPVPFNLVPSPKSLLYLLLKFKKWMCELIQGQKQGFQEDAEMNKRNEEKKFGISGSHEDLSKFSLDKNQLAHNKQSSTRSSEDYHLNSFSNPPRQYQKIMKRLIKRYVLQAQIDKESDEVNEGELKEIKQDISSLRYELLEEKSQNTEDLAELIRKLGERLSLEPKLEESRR
MrgX1 antag: antagonists of human MrgX1 receptor; MRGX1-HEK293 calcium flux, Fluo-4, BAM8-22 antagonism; hits give low values; B-score at 10 µM; 1.3% of 310,000 active;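 active = calcium-response B-score plate-corrected more than 3 library SD below zero, starting fluorescence within 5 deviations, no agonist response on first addition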;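 also: peak minus trough fluorescence over baseline after final BAM8-22 challenge near maximal dose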
TRPC4 PAM: allosterically enhances the mouse TRPC4 cation channel; Q9QUQ5; HEK293 TRPC4beta/mu-opioid, DAMGO EC20, Fluo-4 Ca2+ flux; hits give high values; B-score at 10 µM; 0.42% of 310,000 active; AID 2227;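 active = B-score of calcium response area above 5 SD of library B-scores, with initial fluorescence ratio within 5 SD of library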;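 also: B-score of integrated fluorescence ratio over time as area under calcium response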
SKKanGAS inh: inhibitors of SKKanGAS S. pyogenes growth in kanamycin (SK-promoter or general growth effect) | BacTiter-Glo, 6 h | AID 1662 | 1.3% of 300,000 active | inhibition, % at 7.5 µM;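 active = mean replicate score, as percent of positive control median, at least 50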;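 also: strain carries kanamycin resistance gene driven by streptokinase promoter and grows in 40 µg/ml kanamycin; loss of luminescence reflects streptokinase promoter inhibition or plain growth inhibition; 0% = median of DMSO wells and 100% = positive control at its reference dose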
TRPC4 agonist: activators of mouse TRPC4 channel; HEK293 TRPC4beta/mu-opioid, Fluo4 calcium fluorescence; hits give high values; B-score at 10 µM; 0.49% of 310,000 active; Q9QUQ5;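 active = B-score above 5 SD of library B-scores, and initial fluorescence ratio not above library mean plus 5 SD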;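 also: positive B-score marks a calcium rise read as TRPC4 activation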
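Assay system: HEK293 cells stably co-expressing mouse TRPC4beta and mu-opioid receptor / Timing: Fluo4 dye loading 45 min at room temperature, 110 s recording / Signal: Fluo4 calcium-sensitive dye fluorescence, kinetic, 1 Hz baseline / Read-out: integrated baseline-normalised fluorescence ratio, converted to per-well B score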
TRPC4 inh: TRPC4 (mouse) channel inhibition; Q9QUQ5; HEK293 TRPC4beta/mu-opioid, DAMGO-evoked Fluo4 calcium flux; hits give low values; B-score at 10 µM; 0.39% of 300,000 active; AID 2247;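 active = B-score over 3 SD under the library average, no early fluorescence shift, positive overall ratio signal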
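Signal: kinetic Fluo4 fluorescence imaging of calcium influx. Material: stable TRPC4beta/mu-opioid receptor HEK293 cells. Probe or stimulus: DAMGO in two steps, submaximal then maximal.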
TMEM16A act: activators or potentiators of mouse TMEM16A chloride channel; Q8BHY3; HEK293 TMEM16A/YFP-H148Q/I152L, iodide quench fluorescence; hits give low values; B-score at 10 µM; 0.3% of 340,000 active; AID 623877;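 active = fluorescence-ratio B-score plate-corrected deviation score at least 3 library SD below zero, with starting fluorescence score within 5 deviations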;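 also: channel opened by trigger with iodide after compound preincubation; score built on the fluorescence ratio of max minus min over baseline; more negative score means more quench and so TMEM16A activation or potentiation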
ANO1 block: blocks the mouse calcium-activated chloride channel TMEM16A; Q8BHY3; HEK293 TMEM16A/YFP iodide influx fluorescence, ionomycin; normalized B-score (activity score, 25-100; higher = stronger inhibition) at 10 µM; 1.2% of 310,000 active; AID 588511;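 active = ratio plate-corrected score three or more library SD toward inhibition, starting fluorescence score within five deviations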;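 also: score derived from kinetic fluorescence span divided by baseline fluorescence per well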
TRPC6 inh: blocks the mouse TRPC6 cation channel; 1.1% of 310,000 active; AID 2553; B-score at 10 µM; Q61143; HEK293-TRPC6, membrane potential dye, ACh-evoked depolarization; hits give low values;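 active = B-score under library mean minus 3 SD, initial fluorescence not abnormally high, positive integrated signal ratio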;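 also: B-score derived from integrated fluorescence ratio over the kinetic read; more negative B-score means stronger inhibition of depolarization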
MrgX1 allo act: human MrgX1 positive allosteric modulation, primary screen | 0.63% of 310,000 active | Q96LB2 | MrgX1-HEK293, Fluo-4 calcium flux, FDSS; hits give high values | B-score at 10 µM;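 active = plate-corrected calcium response at least 3 library SD above typical, normal starting fluorescence, not activating the receptor alone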;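 also: compound read alongside a low EC10 to EC30 dose of BAM8-22 agonist; peak minus trough fluorescence over baseline measured at the second addition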
The depositor's hits bear a star. Rows were taken by chance; about 6.7% have a hit in one of these screens.

COC(=O)Nc1ccc(S(=O)(=O)Nc2ccc(C(=O)O)cc2)cc1 was read as MrgX1 agonist inactive, TRPC6 activator inactive, MrgX1 antag inactive, TRPC4 PAM inactive, SKKanGAS inh 1, TRPC4 agonist inactive, TRPC4 inh inactive, TMEM16A act inactive, ANO1 block inactive, TRPC6 inh inactive and MrgX1 allo act inactive.
`CCOCc1nc(N)[nH]c(=O)c1Cc1ccc(OC(C)C)cc1` gave MrgX1 agonist inactive, TRPC6 activator inactive, MrgX1 antag inactive, TRPC4 PAM inactive, SKKanGAS inh 6, TRPC4 agonist inactive, TRPC4 inh inactive, TMEM16A act inactive, ANO1 block inactive, TRPC6 inh inactive and MrgX1 allo act inactive.
Screening CC1(C#N)c2ccccc2C(Br)=CN1C(=O)c1ccccc1 (stereo not given) returned MrgX1 agonist inactive, TRPC6 activator inactive, MrgX1 antag inactive, TRPC4 PAM inactive, SKKanGAS inh 0, TRPC4 agonist inactive, TRPC4 inh inactive, TMEM16A act inactive, ANO1 block inactive, TRPC6 inh inactive and MrgX1 allo act inactive.
Screening O=C(C1CCCC1)N1CCCC(Nc2ccc(F)cc2)C1 (stereo not given) returned MrgX1 agonist inactive, TRPC6 activator inactive, MrgX1 antag inactive, TRPC4 PAM inactive, SKKanGAS inh -2, TRPC4 agonist inactive, TRPC4 inh inactive, TMEM16A act inactive, ANO1 block inactive, TRPC6 inh inactive and MrgX1 allo act inactive.
For Cc1ccccc1CCNC(=O)Cn1nc(C)c2c(C)n(-c3ccccc3)nc2c1=O the results were MrgX1 agonist inactive, TRPC6 activator inactive, MrgX1 antag inactive, TRPC4 PAM inactive, SKKanGAS inh 0, TRPC4 agonist inactive, TRPC4 inh inactive, TMEM16A act inactive, ANO1 block inactive, TRPC6 inh inactive and MrgX1 allo act inactive.
For Cc1ccc(C(=O)CSC2=C(C#N)C(c3ccco3)CC(=O)N2)c(C)c1 (stereo not given) the results were MrgX1 agonist inactive, TRPC6 activator inactive, MrgX1 antag inactive, TRPC4 PAM inactive, SKKanGAS inh -2, TRPC4 agonist inactive, TRPC4 inh inactive, TMEM16A act inactive, ANO1 block 25*, TRPC6 inh inactive and MrgX1 allo act inactive.
Screening CC(=O)Nc1ccc(S(=O)(=O)N(C)CC(=O)OCCOc2cccc(C)c2)cc1 returned MrgX1 agonist inactive, TRPC6 activator inactive, MrgX1 antag inactive, TRPC4 PAM inactive, SKKanGAS inh -5, TRPC4 agonist inactive, TRPC4 inh inactive, TMEM16A act inactive, ANO1 block inactive, TRPC6 inh inactive and MrgX1 allo act inactive.
Screening CCOc1ncccc1C(=O)Nc1nnc(C2CC2)s1 returned MrgX1 agonist inactive, TRPC6 activator inactive, MrgX1 antag inactive, TRPC4 PAM inactive, SKKanGAS inh 8, TRPC4 agonist inactive, TRPC4 inh inactive, TMEM16A act inactive, ANO1 block inactive, TRPC6 inh inactive and MrgX1 allo act inactive.
For Cc1cc(/C=N/NC(=O)c2nn(C)cc2Cl)c(C)n1-c1cccc(Br)c1 the results were MrgX1 agonist inactive, TRPC6 activator inactive, MrgX1 antag inactive, TRPC4 PAM inactive, SKKanGAS inh -9, TRPC4 agonist inactive, TRPC4 inh inactive, TMEM16A act inactive, ANO1 block inactive, TRPC6 inh inactive and MrgX1 allo act inactive.
For O=C(NCc1cccs1)C1CCCN1C(=O)Nc1ccccc1[N+](=O)[O-] (stereo not given) the results were MrgX1 agonist inactive, TRPC6 activator inactive, MrgX1 antag inactive, TRPC4 PAM inactive, SKKanGAS inh 1, TRPC4 agonist inactive, TRPC4 inh inactive, TMEM16A act inactive, ANO1 block inactive, TRPC6 inh inactive and MrgX1 allo act inactive.
Screening CC(C)(C)C(=O)NNc1nc(-c2ccccc2)c2cc(Br)ccc2n1 returned MrgX1 agonist inactive, TRPC6 activator inactive, MrgX1 antag inactive, TRPC4 PAM inactive, SKKanGAS inh -1, TRPC4 agonist inactive, TRPC4 inh inactive, TMEM16A act inactive, ANO1 block inactive, TRPC6 inh inactive and MrgX1 allo act inactive.
Oc1cccc2c(NC(=S)Nc3ccc(OC(F)F)cc3)cccc12 was read as MrgX1 agonist inactive, TRPC6 activator inactive, MrgX1 antag inactive, TRPC4 PAM inactive, SKKanGAS inh 14, TRPC4 agonist inactive, TRPC4 inh inactive, TMEM16A act inactive, ANO1 block inactive, TRPC6 inh inactive and MrgX1 allo act inactive.
For Cn1c(SCc2cc(=O)[nH]c3ccccc23)nnc1-c1ccc(Br)cc1 the results were MrgX1 agonist inactive, TRPC6 activator inactive, MrgX1 antag inactive, TRPC4 PAM inactive, SKKanGAS inh -5, TRPC4 agonist inactive, TRPC4 inh inactive, TMEM16A act inactive, ANO1 block inactive, TRPC6 inh inactive and MrgX1 allo act inactive.
CCOc1ccc(C(c2c(C)[nH][nH]c2=O)c2c(C)[nH][nH]c2=O)cc1OC was read as MrgX1 agonist inactive, TRPC6 activator inactive, MrgX1 antag inactive, TRPC4 PAM inactive, SKKanGAS inh -2, TRPC4 agonist inactive, TRPC4 inh inactive, TMEM16A act inactive, ANO1 block inactive, TRPC6 inh inactive and MrgX1 allo act inactive.
`O=C(COc1ccccc1[N+](=O)[O-])N1CCN(C(=O)c2ccco2)CC1` gave MrgX1 agonist inactive, TRPC6 activator inactive, MrgX1 antag inactive, TRPC4 PAM inactive, SKKanGAS inh 41, TRPC4 agonist inactive, TRPC4 inh inactive, TMEM16A act inactive, ANO1 block inactive, TRPC6 inh inactive and MrgX1 allo act inactive.
For CN(CC(=O)Nc1ccc(Cl)cc1)C(=O)Cn1[nH]c(=O)c2ccccc2c1=O the results were MrgX1 agonist inactive, TRPC6 activator inactive, MrgX1 antag inactive, TRPC4 PAM inactive, SKKanGAS inh -5, TRPC4 agonist inactive, TRPC4 inh inactive, TMEM16A act inactive, ANO1 block inactive, TRPC6 inh inactive and MrgX1 allo act inactive.
CCCCCCCC1(C)NC(=O)N(c2ccccc2)N1 (stereo not given) was read as MrgX1 agonist inactive, TRPC6 activator inactive, MrgX1 antag inactive, TRPC4 PAM inactive, SKKanGAS inh -4, TRPC4 agonist inactive, TRPC4 inh inactive, TMEM16A act inactive, ANO1 block inactive, TRPC6 inh inactive and MrgX1 allo act inactive.
CCn1cc([N+](=O)[O-])c(C(=O)N2N=C(c3ccc(Cl)c(Cl)c3)CC2c2ccccc2O)n1 (stereo not given) was read as MrgX1 agonist inactive, TRPC6 activator inactive, MrgX1 antag inactive, TRPC4 PAM inactive, SKKanGAS inh 30, TRPC4 agonist inactive, TRPC4 inh inactive, TMEM16A act inactive, ANO1 block inactive, TRPC6 inh inactive and MrgX1 allo act inactive.
For C/C(=C\C(=O)c1ccc(Br)cc1)N1CCCCC1 the results were MrgX1 agonist inactive, TRPC6 activator inactive, MrgX1 antag inactive, TRPC4 PAM inactive, SKKanGAS inh -8, TRPC4 agonist inactive, TRPC4 inh inactive, TMEM16A act inactive, ANO1 block inactive, TRPC6 inh inactive and MrgX1 allo act inactive.
For Cn1ncc(Cl)c1C(=O)Nc1ccc2c(c1)OCO2 the results were MrgX1 agonist inactive, TRPC6 activator inactive, MrgX1 antag inactive, TRPC4 PAM inactive, SKKanGAS inh 2, TRPC4 agonist inactive, TRPC4 inh inactive, TMEM16A act inactive, ANO1 block inactive, TRPC6 inh inactive and MrgX1 allo act inactive.
`COc1ccc(C(=O)COC(=O)CSCc2c(C)noc2C)cc1OC` gave MrgX1 agonist inactive, TRPC6 activator inactive, MrgX1 antag inactive, TRPC4 PAM inactive, SKKanGAS inh -4, TRPC4 agonist inactive, TRPC4 inh inactive, TMEM16A act inactive, ANO1 block inactive, TRPC6 inh inactive and MrgX1 allo act inactive.
O=C(NCc1ccc(OC(F)(F)F)cc1)C1CC(c2cccc(F)c2)=NO1 (stereo not given) was read as MrgX1 agonist inactive, TRPC6 activator inactive, MrgX1 antag inactive, TRPC4 PAM inactive, SKKanGAS inh 8, TRPC4 agonist inactive, TRPC4 inh inactive, TMEM16A act inactive, ANO1 block inactive, TRPC6 inh inactive and MrgX1 allo act inactive.
Cc1ccc(S(=O)(=O)Nc2ccc(S(=O)(=O)Nc3ncccn3)cc2)cc1 was read as MrgX1 agonist inactive, TRPC6 activator inactive, MrgX1 antag inactive, TRPC4 PAM inactive, SKKanGAS inh -12, TRPC4 agonist inactive, TRPC4 inh inactive, TMEM16A act inactive, ANO1 block inactive, TRPC6 inh inactive and MrgX1 allo act inactive.
`O=C(Cc1ccc(Br)cc1)N/N=C/c1ccc(-c2cccc(C(=O)O)c2)o1` gave MrgX1 agonist inactive, TRPC6 activator inactive, MrgX1 antag inactive, TRPC4 PAM inactive, SKKanGAS inh 14, TRPC4 agonist inactive, TRPC4 inh inactive, TMEM16A act inactive, ANO1 block inactive, TRPC6 inh inactive and MrgX1 allo act inactive.
Fc1ccc(CN2CCN(c3ncccn3)CC2)c(F)c1 was read as MrgX1 agonist inactive, TRPC6 activator inactive, MrgX1 antag inactive, TRPC4 PAM inactive, SKKanGAS inh -1, TRPC4 agonist inactive, TRPC4 inh inactive, TMEM16A act inactive, ANO1 block inactive, TRPC6 inh inactive and MrgX1 allo act inactive.
For Cc1nn(-c2ccccc2)c(C)c1CN the results were MrgX1 agonist inactive, TRPC6 activator inactive, MrgX1 antag inactive, TRPC4 PAM inactive, SKKanGAS inh 1, TRPC4 agonist inactive, TRPC4 inh inactive, TMEM16A act inactive, ANO1 block inactive, TRPC6 inh inactive and MrgX1 allo act inactive.
COc1ccccc1C1=NOC(COC(=O)c2ccc(Br)cc2)C1 (stereo not given) was read as MrgX1 agonist inactive, TRPC6 activator inactive, MrgX1 antag inactive, TRPC4 PAM inactive, SKKanGAS inh -14, TRPC4 agonist inactive, TRPC4 inh inactive, TMEM16A act inactive, ANO1 block inactive, TRPC6 inh inactive and MrgX1 allo act inactive.
Screening COCCN(C(=O)CSCc1ccccc1)c1c(N)n(Cc2ccccc2)c(=O)[nH]c1=O returned MrgX1 agonist inactive, TRPC6 activator inactive, MrgX1 antag inactive, TRPC4 PAM inactive, SKKanGAS inh -2, TRPC4 agonist inactive, TRPC4 inh inactive, TMEM16A act inactive, ANO1 block inactive, TRPC6 inh inactive and MrgX1 allo act inactive.
Screening N/C(=N\OC(=O)CCCOc1ccc(Cl)cc1Cl)c1ccccn1 returned MrgX1 agonist inactive, TRPC6 activator inactive, MrgX1 antag inactive, TRPC4 PAM inactive, SKKanGAS inh -10, TRPC4 agonist inactive, TRPC4 inh inactive, TMEM16A act inactive, ANO1 block inactive, TRPC6 inh inactive and MrgX1 allo act inactive.
